High-throughput results (PubChem)
CHO-K1 Ca antag = counter-screen for M1 antagonists: effect in parental CHO-K1 cells; ATP-induced calcium, Fluo-8 fluorescence; inhibition, % at 3 µM; actives 0.6% (n = 360,000); AID 602250;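 active means inhibition above a per-plate cutoff, the plate's mean sample inhibition plus 3 SD, cut at about 24% in these data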;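 further: 0% = DMSO plus EC80 ATP and 100% = DMSO alone without ATP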
CHO-K1 Ca ag = M1 agonist counterscreen hit in parental CHO-K1 cells | Fluo-8 calcium fluorescence; scaled to maximal ATP response, vehicle zero | activation, % at 3 µM | actives 0.48% (n = 360,000); in the data active means activation above about 15%;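 further: untransfected CHO-K1 host cells lacking M1 receptor as counterscreen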
OXTR potentiate = potentiators of human oxytocin receptor. CHO-OTR cells, Fluo-8 calcium fluorescence, potentiator mode; 0% = oxytocin EC15, 100% = EC100. P30559. actives 0.061% (n = 320,000). activation, % at 3 µM;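 active means activation above that plate's cutoff, the mean activation of tested compounds plus 3 SD, cut at about 6.6% in these data, passing the limit was not always enough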;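 further: 100% uses oxytocin at 75 nM as the full agonist control; some results filed as inactive read as strong as hits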
Target sequence (P30559 whole entry, looked up): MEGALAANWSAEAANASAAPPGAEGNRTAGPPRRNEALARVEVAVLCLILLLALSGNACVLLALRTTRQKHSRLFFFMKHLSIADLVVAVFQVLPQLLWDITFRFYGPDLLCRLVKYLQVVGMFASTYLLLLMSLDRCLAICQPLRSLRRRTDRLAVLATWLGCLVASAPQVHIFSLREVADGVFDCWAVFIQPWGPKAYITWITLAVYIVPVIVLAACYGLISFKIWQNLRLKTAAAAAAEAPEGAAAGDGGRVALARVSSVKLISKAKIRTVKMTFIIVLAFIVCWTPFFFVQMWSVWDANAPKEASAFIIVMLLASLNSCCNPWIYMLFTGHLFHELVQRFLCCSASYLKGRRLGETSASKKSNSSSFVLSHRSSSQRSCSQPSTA
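Material: CHO-OTR cells, human receptor; compound dosing: single dose, 3.0 µM nominal final compound concentration; schedule: 6 min compound pre-incubation at room temperature, 100 s kinetic read; measured by: kinetic Fluo-8 calcium fluorescence; read-out basis: % activation vs EC15 and EC100 oxytocin; controls: EC15 oxytocin alone as 0%, 75 nM oxytocin as 100%; replicates: singlicate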
CHO parental Ca = counter-screen for OX1R antagonists: effect in parental CHO cells; parental CHO-K1, ATP-induced calcium, Fluo-8 fluorescence; inhibition, % at 5.6 µM; actives 0.63% (n = 330,000); AID 463079;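 active means inhibition above that plate's mean sample inhibition plus 3 SD, cut at about 26% in these data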;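 further: 0% = ATP-challenged DMSO wells and 100% = DMSO wells without ATP; some compounds past the cut are filed as inactive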
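Measured by: calcium-sensitive Fluo-8 fluorescence / Test system: CHO parental line / Controls: ATP-challenged DMSO wells low, unchallenged DMSO wells high / Measure: % inhibition / Compound: single nominal dose of 5.6 µM per compound / Replicates: single well per compound, no replicates / Reagent: ATP as calcium-mobilizing challenge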
CHRM1 agonist = agonists of human M1 muscarinic receptor | CHO-K1 hM1, Fluo-8 calcium fluorescence, agonist mode; 0% DMSO, 100% acetylcholine EC100 | P11229 | activation, % at 3 µM | actives 0.33% (n = 360,000);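 active means activation above the run's mean compound activation plus 3 SD, cut at about 16% in these data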;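 further: peak over basal fluorescence ratio within a 140 s kinetic read after compound addition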
V1aR counter = counter-screen for oxytocin receptor agonists: human V1a receptor agonists | actives 0.25% (n = 320,000) | P37288 | activation, % at 3 µM | CHO-V1R cells, Fluo-8 calcium fluorescence, agonist mode; 0% DMSO, 100% 3 nM vasopressin;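 active means activation above the mean activation of all tested compounds plus 3 SD, per screening run, cut at about 20% in these data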;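 further: signal is peak over basal fluorescence ratio across a 100 second FLIPR read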
TAAR1 antag = human TAAR1 antagonism; AID 624466; actives 1.5% (n = 360,000); CHO RD-HGA16 TAAR1, Fluo-8 calcium fluorescence, antagonist; inhibition, % at 3 µM; Q96RJ0;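 active means inhibition above a per-plate cutoff, the mean inhibition of test compounds on that plate plus 3 SD, cut at about 49% in these data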;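 further: 0% = DMSO plus EC80 beta-PEA response and 100% = DMSO alone without agonist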
Target sequence (Q96RJ0 whole entry, looked up): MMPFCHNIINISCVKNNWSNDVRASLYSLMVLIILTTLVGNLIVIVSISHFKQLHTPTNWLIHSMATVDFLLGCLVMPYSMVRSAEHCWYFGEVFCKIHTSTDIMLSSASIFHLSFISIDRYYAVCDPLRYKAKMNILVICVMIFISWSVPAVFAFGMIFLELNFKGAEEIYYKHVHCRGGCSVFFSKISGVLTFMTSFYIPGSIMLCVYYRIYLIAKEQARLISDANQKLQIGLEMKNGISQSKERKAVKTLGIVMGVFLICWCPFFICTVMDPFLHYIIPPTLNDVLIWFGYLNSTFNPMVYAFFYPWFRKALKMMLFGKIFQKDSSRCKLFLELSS
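Test system – hTAAR1-expressing CHO RD-HGA16 cells, Gα16-coupled · Also added – β-PEA at EC80 concentration, post-compound challenge · Compound – 3 µM, single point · Incubation – dye loading 75 min at 37 °C, then 30 min room temperature · Measured by – Fluo-8 intracellular calcium dye fluorescence, real-time kinetic reads · Benchmarks – vehicle and agonist controls · Replicates – singlicate, one well per test compound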
M1 PAM parental = counter-screen for M1 PAMs: effect in parental CHO-K1 cells; ATP EC20, Fluo-8 calcium fluorescence; 0% at ATP EC20, 100% at ATP max; actives 0.02% (n = 360,000); activation, % at 3 µM;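 active means activation above the run cutoff, the mean activation of all test compounds plus 3 SD, cut at about 40% in these data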;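 further: peak over basal fluorescence ratio in a 140 s read after ATP addition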
TAAR1 agonist = human TAAR1 agonism | Q96RJ0 | CHO RD-HGA16 TAAR1, Fluo-8 calcium fluorescence; vehicle wells 0%, saturating PEA agonist 100% | activation, % at 3 µM | actives 0.99% (n = 360,000) | AID 624467;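 active means activation above the mean activation of all test compounds in the run plus 3 SD, cut at about 38% in these data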
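Benchmarks: low control DMSO, high control PEA (EC100); System: CHO RD-HGA16 cells carrying human TAAR1 plus Gα16; Detection: Fluo-8 fluorescence, 5 s baseline then 140 s kinetic read; Schedule: 17-24 h plating, Fluo-8 75 min 37 °C, 30 min RT; Read-out basis: % activation from peak over basal fluorescence ratio, DMSO-to-PEA scaled.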
Active calls of the source: *. No enrichment for hits; 3.3% or so of the library scored in one or more.

Screening CC1(C(=O)N/N=C/c2ccccc2)CC1(Cl)Cl (configuration not stated) returned CHO-K1 Ca antag 1, CHO-K1 Ca ag 0.2, OXTR potentiate -1, CHO parental Ca -13, CHRM1 agonist -5, V1aR counter -0.2, TAAR1 antag -3, M1 PAM parental -10 and TAAR1 agonist 0.
Cc1nn(C)c(C)c1CN(Cc1nc(-c2cc(F)ccc2F)oc1C)C1CC1 was read as CHO-K1 Ca antag -5, CHO-K1 Ca ag 7.2, OXTR potentiate -2, CHO parental Ca -23, CHRM1 agonist -5, V1aR counter 5.2, TAAR1 antag -1, M1 PAM parental 13 and TAAR1 agonist 8.
Screening CCC(C)(C)NC(=O)c1ccc2c(c1)N(CC(=O)OC)C(=O)C(C)(C)O2 returned CHO-K1 Ca antag 4, CHO-K1 Ca ag -0.3, OXTR potentiate -4, CHO parental Ca -11, CHRM1 agonist -5, V1aR counter 0.2, TAAR1 antag -13, M1 PAM parental -5 and TAAR1 agonist 5.
COc1cc(/C=C/C(=O)O)cc(S(=O)(=O)N2CCN(S(=O)(=O)c3ccc(Cl)cc3)CC2)c1OC was read as CHO-K1 Ca antag -4, CHO-K1 Ca ag 0.3, OXTR potentiate -5, CHO parental Ca 6, CHRM1 agonist -5, V1aR counter -0.6, TAAR1 antag 6, M1 PAM parental 2 and TAAR1 agonist 7.
`O=C(Nc1ccccc1F)c1cc(S(=O)(=O)N2CCCCC2)cs1` gave CHO-K1 Ca antag -10, CHO-K1 Ca ag 3.3, OXTR potentiate -8, CHO parental Ca -11, CHRM1 agonist -6, V1aR counter -0.2, TAAR1 antag 6, M1 PAM parental 14 and TAAR1 agonist 11.
`Cc1ccccc1N1CC(C(=O)NC2CCCC2)CC1=O` (configuration not stated) gave CHO-K1 Ca antag -12, CHO-K1 Ca ag 1.1, OXTR potentiate -9, CHO parental Ca -11, CHRM1 agonist -4, V1aR counter 0.4, TAAR1 antag 4, M1 PAM parental 14 and TAAR1 agonist -1.
For CCOC(=O)CNC(=O)C1(/C=C/c2ccccc2)CC(=O)N1c1ccc(C)cc1 (configuration not stated) the results were CHO-K1 Ca antag -11, CHO-K1 Ca ag 2.1, OXTR potentiate 5, CHO parental Ca -11, CHRM1 agonist -1, V1aR counter 1.1, TAAR1 antag 1, M1 PAM parental 9 and TAAR1 agonist 2.
Cc1cc(Nc2ccc(C(=O)O)cc2)n2nc(C)nc2n1 was read as CHO-K1 Ca antag 1, CHO-K1 Ca ag 0.4, OXTR potentiate -8, CHO parental Ca -4, CHRM1 agonist -4, V1aR counter 0.8, TAAR1 antag -3, M1 PAM parental 10 and TAAR1 agonist 0.
`Nc1nonc1-c1nc2ccccc2n1CC(=O)N/N=C/c1ccc(-c2ccccc2C(=O)O)o1` gave CHO-K1 Ca antag -2, CHO-K1 Ca ag 0.7, OXTR potentiate -9, CHO parental Ca 1, CHRM1 agonist -8, V1aR counter -0.1, TAAR1 antag 12, M1 PAM parental 19 and TAAR1 agonist 4.
`O=C(CCN1CCCCO1)N1CCCC(Nc2ccc(F)cc2)C1` (configuration not stated) gave CHO-K1 Ca antag 6, CHO-K1 Ca ag 0.5, OXTR potentiate 8, CHO parental Ca -10, CHRM1 agonist -3, V1aR counter -0.5, TAAR1 antag -8, M1 PAM parental -9 and TAAR1 agonist 2.
Cc1noc(C)c1S(=O)(=O)N(C)C[C@H]1Oc2ccc(NC(=O)C3CCCCC3)cc2C(=O)N([C@H](C)CO)C[C@@H]1C was read as CHO-K1 Ca antag -11, CHO-K1 Ca ag 0.1, OXTR potentiate -5, CHO parental Ca -14, CHRM1 agonist -8, V1aR counter -0.6, TAAR1 antag 10, M1 PAM parental 7 and TAAR1 agonist 9.
COc1cccc(-n2cc3c(c2-c2ccccc2)c(=O)n(C)c(=O)n3C)c1 was read as CHO-K1 Ca antag 10, CHO-K1 Ca ag 1.0, OXTR potentiate -4, CHO parental Ca -22, CHRM1 agonist -8, V1aR counter -1.1, TAAR1 antag 15, M1 PAM parental -4 and TAAR1 agonist 7.
O=C1C2C3C=CC(C3)C2C(=O)N1c1n[nH]c(-c2cccnc2)n1 (configuration not stated) was read as CHO-K1 Ca antag -9, CHO-K1 Ca ag 0.5, OXTR potentiate -3, CHO parental Ca -1, CHRM1 agonist -5, V1aR counter 0.1, TAAR1 antag 2, M1 PAM parental 15 and TAAR1 agonist 5.
O=C(CCc1nc(-c2ccc(F)cc2)no1)NCc1ccccc1CN1CCOCC1 was read as CHO-K1 Ca antag -7, CHO-K1 Ca ag 0.4, OXTR potentiate 6, CHO parental Ca -13, CHRM1 agonist -3, V1aR counter 2.0, TAAR1 antag -12, M1 PAM parental -2 and TAAR1 agonist 4.
`O=C(CSc1nnc(CNc2ccccc2)o1)c1ccc2c(c1)OCCO2` gave CHO-K1 Ca antag -13, CHO-K1 Ca ag 3.6, OXTR potentiate -10, CHO parental Ca -12, CHRM1 agonist -6, V1aR counter 0.4, TAAR1 antag -6, M1 PAM parental 11 and TAAR1 agonist 0.

Among those listed so far, 2 contain two or more sulfur atoms.
COc1cc(/C=C/C(=O)O)cc(S(=O)(=O)N2CCN(S(=O)(=O)c3ccc(Cl)cc3)CC2)c1OC was read as CHO-K1 Ca antag -4, CHO-K1 Ca ag 0.3, OXTR potentiate -5, CHO parental Ca 6, CHRM1 agonist -5, V1aR counter -0.6, TAAR1 antag 6, M1 PAM parental 2 and TAAR1 agonist 7.
`O=C(Nc1ccccc1F)c1cc(S(=O)(=O)N2CCCCC2)cs1` gave CHO-K1 Ca antag -10, CHO-K1 Ca ag 3.3, OXTR potentiate -8, CHO parental Ca -11, CHRM1 agonist -6, V1aR counter -0.2, TAAR1 antag 6, M1 PAM parental 14 and TAAR1 agonist 11.

The list goes on:
`O=C1CSC(c2cccs2)N1c1ccccc1` (configuration not stated) gave CHO-K1 Ca antag -17, CHO-K1 Ca ag 0.0, OXTR potentiate -9, CHO parental Ca -11, CHRM1 agonist -4, V1aR counter 1.3, TAAR1 antag 13, M1 PAM parental 2 and TAAR1 agonist 8.
Screening O=C(/C=C/c1ccco1)NCC(=O)N/N=C/c1ccccc1[N+](=O)[O-] returned CHO-K1 Ca antag 7, CHO-K1 Ca ag -0.8, OXTR potentiate -6, CHO parental Ca -11, CHRM1 agonist -8, V1aR counter -1.5, TAAR1 antag -2, M1 PAM parental -9 and TAAR1 agonist -2.
C[C@@H](C(=O)Nc1ccc2ccccc2c1)[C@H]1C[C@]1(C)[C@H](NC(=O)OCc1ccccc1)c1ccccc1 was read as CHO-K1 Ca antag -12, CHO-K1 Ca ag 0.2, OXTR potentiate -18, CHO parental Ca -19, CHRM1 agonist -6, V1aR counter -0.1, TAAR1 antag 8, M1 PAM parental 5 and TAAR1 agonist 2.
For CCOC(=O)C(C)N(c1ccccc1Cl)S(C)(=O)=O (configuration not stated) the results were CHO-K1 Ca antag -17, CHO-K1 Ca ag 0.3, OXTR potentiate -11, CHO parental Ca -8, CHRM1 agonist -9, V1aR counter 0.4, TAAR1 antag -3, M1 PAM parental 10 and TAAR1 agonist 3.
`CCN(CC)C(=O)c1nn(Cc2ccccc2)c(=O)c2ccccc12` gave CHO-K1 Ca antag 1, CHO-K1 Ca ag -0.6, CHRM1 agonist -6, TAAR1 antag -24, M1 PAM parental -4 and TAAR1 agonist -2.
Screening COc1cccc2c1OCC(CN1CCN(C3CCCCC3)C(CCO)C1)=C2 (configuration not stated) returned CHO-K1 Ca antag -8, CHO-K1 Ca ag 0.9, OXTR potentiate -7, CHO parental Ca -10, CHRM1 agonist -8, V1aR counter -0.4, TAAR1 antag -17, M1 PAM parental 11 and TAAR1 agonist 0.
For Clc1ccc(-c2csc(N3CCSCC3)n2)cc1 the results were CHO-K1 Ca antag -9, CHO-K1 Ca ag 0.5, OXTR potentiate -13, CHO parental Ca -15, CHRM1 agonist -9, V1aR counter -1.1, TAAR1 antag 16, M1 PAM parental 21 and TAAR1 agonist 11.
CCC(NC(=O)c1ccccc1NC(=O)c1ccc(C)cc1)C(=O)O (configuration not stated) was read as CHO-K1 Ca antag -9, CHO-K1 Ca ag 1.0, OXTR potentiate -3, CHO parental Ca -12, CHRM1 agonist -3, V1aR counter -0.3, TAAR1 antag -4, M1 PAM parental 19 and TAAR1 agonist 3.
For CC[C@]1(C(=O)OC)[C@H]2C(=O)N(Cc3ccccc3)C(=O)[C@H]2[C@H]2CN=C(SCC3CC3)N21 the results were CHO-K1 Ca antag -10, CHO-K1 Ca ag 0.8, CHO parental Ca -27, CHRM1 agonist -5, TAAR1 antag -6, M1 PAM parental 20 and TAAR1 agonist 2.
CC1CCCCN1C(=O)COC(=O)C1CCN(S(=O)(=O)c2ccc(Cl)c(C(F)(F)F)c2)CC1 (configuration not stated) was read as CHO-K1 Ca antag -5, CHO-K1 Ca ag 0.9, OXTR potentiate -2, CHO parental Ca -17, CHRM1 agonist -1, V1aR counter -0.2, TAAR1 antag -4, M1 PAM parental 12 and TAAR1 agonist 2.
Screening CC(C)CCN1CC(C(=O)N2CCN(c3ccc(F)cc3)CC2)CC1=O (configuration not stated) returned CHO-K1 Ca antag 17, CHO-K1 Ca ag 0.3, OXTR potentiate -11, CHO parental Ca -30, CHRM1 agonist -4, V1aR counter 1.3, TAAR1 antag 3, M1 PAM parental 4 and TAAR1 agonist 5.
For CCOC(=O)C1(Cc2ccccc2C(F)(F)F)CCN(C2CCN(C(C)=O)CC2)CC1 the results were CHO-K1 Ca antag -2, CHO-K1 Ca ag 0.2, OXTR potentiate 3, CHO parental Ca -12, CHRM1 agonist -13, V1aR counter 0.7, TAAR1 antag -1, M1 PAM parental -11 and TAAR1 agonist 5.
Screening COc1cc(-c2nc3ccc4ccccc4c3c3c2CCC3)ccc1O returned CHO-K1 Ca antag -9, CHO-K1 Ca ag 0.2, OXTR potentiate 3, CHO parental Ca -21, CHRM1 agonist -7, V1aR counter 0.0, TAAR1 antag -2, M1 PAM parental 15 and TAAR1 agonist 3.
